S-ASM inh – inhibitors of human secretory acid sphingomyelinase. 340,000 compounds, 0.006% hits. Potency, µM (top dose mostly 57.5 µM), for inactives: at the top dose activity change, negative = inhibition, most hits filed as inhibitors. AID 504937. placental ASM, HMU-PC fluorogenic substrate, 60 min. P17405; note: potency is the fitted concentration of half-maximal effect
Target sequence (P17405 47-631 limits assumed): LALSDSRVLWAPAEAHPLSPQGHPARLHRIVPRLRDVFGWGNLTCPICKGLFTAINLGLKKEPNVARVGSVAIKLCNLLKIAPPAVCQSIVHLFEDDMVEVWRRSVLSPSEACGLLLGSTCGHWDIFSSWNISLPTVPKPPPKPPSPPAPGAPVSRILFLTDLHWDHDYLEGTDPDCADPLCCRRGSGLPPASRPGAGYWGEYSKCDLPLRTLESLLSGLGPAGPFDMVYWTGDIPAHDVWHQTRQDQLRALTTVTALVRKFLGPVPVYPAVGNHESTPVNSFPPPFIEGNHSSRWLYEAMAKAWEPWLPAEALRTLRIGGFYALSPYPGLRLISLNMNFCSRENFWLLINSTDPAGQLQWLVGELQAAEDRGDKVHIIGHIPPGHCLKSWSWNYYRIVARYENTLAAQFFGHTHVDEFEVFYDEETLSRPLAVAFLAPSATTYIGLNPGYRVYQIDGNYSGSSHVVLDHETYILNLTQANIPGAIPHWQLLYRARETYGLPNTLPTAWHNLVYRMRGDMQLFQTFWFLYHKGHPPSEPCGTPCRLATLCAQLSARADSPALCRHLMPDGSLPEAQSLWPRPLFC
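qHTS format. ASM enzyme prepared from human placenta hydrolyses the fluorogenic substrate HMU-PC0 (9 uM final) over 60 min at 37 °C after a 10 min compound preincubation.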
ELG1 repair inh – inhibitors of ELG1-dependent DNA repair in HEK293T cells; HEK293T ELG1-luciferase reporter, luminescence, 16 h; DNA damage induced by 5-fluorouridine; AID 504467; 330,000 compounds, 2.3% hits; Potency, µM (doses to about 46.1 µM), for inactives: top-dose activity change, negative = inhibition, most hits filed as inhibitors; note: potency is the fitted concentration of half-maximal effect; % is set by controls: 0 for no effect and ±100 for the full control effect; nearly all actives have a fitted effect of over 55% in size
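Overnight (16 hr) co-exposure of 2,000 cells/well to 5-fluorouridine and compound at 37 °C preceded detection. Luciferase was quantified via ONE-Glo luminescence; loss of signal denotes inhibition.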
Eya2 inh – inhibitors of human Eya2 phosphatase activity; O00167; recombinant Eya2, OMFP fluorescence dephosphorylation (OMFP is methylfluorescein phosphate); Potency, µM (titrated, usually from 76.9 µM), without a hit: at the top dose activity, negative = inhibition, hits mostly inhibitors; 330,000 compounds, 0.006% hits; note: potency is the fitted concentration of half-maximal effect; % is set by controls: 0 for no effect and ±100 for the full control effect
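Eya2 (0.2 uM) preincubated 10 min at ambient with compound, then OMFP substrate added at 50 uM; 10 min reaction in 50 mM HEPES pH 7.5, 50 mM NaCl, 5 uM MgCl2, 0.05% BSA, 1 mM DTT. Fluorescence read at Ex 485/Em 525 nm.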
Mito fusion act – inhibitors of mitochondrial division or activators of mitochondrial fusion | Potency, µM (doses to about 46.1 µM), for inactives: top-dose growth rescue (activation), hits mostly activators | S. cerevisiae fusion-defective mutant growth rescue, CellTiterGlo 48 h | 320,000 compounds, 0.23% hits;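 note: potency is the fitted concentration of half-maximal effect; % of control where 0% means no effect; nearly all actives have a fitted effect of over 45% in size; temperature-sensitive fusion mutants such as fzo1-1 at 37 °C on non-fermentable ethanol glycerol medium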
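Compounds are tested for their ability to restore growth of mitochondrial fusion-defective yeast strains at non-permissive 37C in YPEG medium over 48 hours. Viability is quantified by luciferase luminescence.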
PTAP TSG101 blk – blocks PTAP/TSG101 interaction to inhibit HIV-1 budding. Fluorescence polarization, FITC-PTAP peptide / Tsg101 binding. Potency, µM (doses to about 115 µM), for inactives: top-dose activity change, negative = inhibition, most hits filed as inhibitors. 340,000 tested, under 10 active. AID 493005; active = well fitted inhibition curve with a large enough effect in the main read-out, with a control signal flat, not every such curve was filed as active; inconclusive = small, poorly fitted or top-dose-only effect, or effect the other way, or a change in a side signal; inactive = no such curve, though single readings can be large or run the other way; note: potency is the fitted concentration of half-maximal effect; % of control where 0% means no effect
Target sequence (Q99816 whole entry, looked up): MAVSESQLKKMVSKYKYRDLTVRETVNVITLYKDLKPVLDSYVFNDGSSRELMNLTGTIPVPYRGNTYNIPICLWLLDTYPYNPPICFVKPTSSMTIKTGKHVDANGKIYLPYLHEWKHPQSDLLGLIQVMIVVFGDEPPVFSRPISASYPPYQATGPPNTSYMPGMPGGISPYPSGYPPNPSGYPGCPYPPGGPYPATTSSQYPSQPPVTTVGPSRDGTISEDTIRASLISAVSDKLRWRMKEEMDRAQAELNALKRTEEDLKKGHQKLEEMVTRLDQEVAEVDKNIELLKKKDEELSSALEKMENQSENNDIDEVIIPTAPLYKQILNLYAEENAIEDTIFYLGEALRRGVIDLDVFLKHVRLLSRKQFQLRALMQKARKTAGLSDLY
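Fluorescence polarization binding of Tsg101 binding domain (10 uM final) to FITC-labeled PTAP peptide (50 nM final) in HEPES pH 7.5 buffer with NaCl, Tween 20, EDTA, TCEP. Compounds added before peptide; binding 20 min at RT.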
Tb PFK inh – blocks T. brucei phosphofructokinase; O15648; Potency, µM (titrated, usually from 57.5 µM), for the others: at the highest dose activity, negative = inhibition, usual class: inhibitors; T. brucei PFK, ADP-Glo luminescence; AID 485367; 330,000 compounds, 0.17% hits;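 note: potency is the fitted concentration of half-maximal effect; 0% = uninhibited 1x PFK enzyme wells and -100% = no-enzyme wells; nearly all actives have a fitted effect of over 60% in size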
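Luminescent ADP detection (ADP-Glo, two-step: ATP depletion then ADP-to-ATP conversion for luciferase) reported PFK activity after 45 min room-temperature reaction of 1.25 nM enzyme with 0.5 mM F6P and 0.1 mM ATP at pH 8.0.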
Integrin act MD – activates integrin-mediated alleviation for muscular dystrophy; alpha7betagal myoblasts, beta-gal FDG fluorescence, 48 h; Potency, µM (titrated, usually from 38.3 µM), without a hit: at the highest dose activation, actives largely listed as activators; 350,000 compounds, 0.064% hits;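 note: potency is the fitted concentration of half-maximal effect; 100% = response of the positive control SU9516; nearly all actives have a fitted effect of over 60% in size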
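Alpha7betagal+/- myoblasts (passage 13) were plated 16-24 hr, then exposed to compounds (1:260 dilution of DMSO stock) for 48 hours at 37C. After MPER lysis, β-galactosidase reporter activity was read as FDG fluorescence (ex 480/em 540) after 30 minutes.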
BCR signal inh – blocks chronic active B-cell receptor signaling; ABC-DLBCL IkBa-CBG/CBR reporter, luminescence ratio, 4 h; Potency, µM (titrated, usually from 46.1 µM), without a hit: at the highest dose ratio change, negative = lower green/red ratio, hits mostly inhibitors; 340,000 compounds, 0.05% hits; AID 493014; active = well fitted inhibition curve with a large enough effect in the signal ratio, with a control signal flat, not every such curve was filed as active; inconclusive = small, poorly fitted or top-dose-only effect, or effect the other way, or a change in a side signal; the % refers to the signal ratio;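 note: potency is the fitted concentration of half-maximal effect; plate controls were basal doxycycline-induced cells for no effect and cells given 10 µM MG132 for full effect; MG132 reads +100%, hits lower the ratio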
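Concentration-response series (up to 46 uM) were applied to TMD8 dual-reporter cells for 4 h at 37C with doxycycline. Green/red ratio, after filter-overlap correction, defined %Activity; red signal alone was normalised to basal cells and zero luminescence.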
AT treatment – potential ataxia-telangiectasia treatments restoring KAP-1 phosphorylation | […] A-T fibroblasts, KAP-1 phosphorylation AlphaLISA; neocarzinostatin DNA damage 30 min before lysis | Potency, µM (doses to about 57.5 µM), for inactives: at the top dose activation, actives largely listed as activators | 320,000 compounds, 0.19% hits | AID 485349; note: potency is the fitted concentration of half-maximal effect; % of control where 0% means no effect; nearly all actives have a fitted effect of over 45% in size
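hTERT-immortalized A-T patient fibroblasts ([…]), 500 cells/well in OPTI-MEM, 1% FBS, got compounds for 60 min, then NCS for 30 min at 37C. Lysates were then assayed for phospho-KAP-1 by AlphaLISA (anti-pKAP1 donor, anti-KAP1 acceptor beads), 6 hr at 25C.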
TSHR antagonist – blocks TSH signaling through the human TSH receptor; P16473; TSHR-expressing cells, TSH-stimulated cAMP HTRF, 2 h; active compounds read low; activity change, negative = inhibition, % at 11.5 µM; 330,000 compounds, 0.2% hits; AID 504810;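 active = activity change below a set negative limit, meaning inhibition stronger than a set level, cut at about -70% in these data; inconclusive = activity change between two set negative limits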; note: % is set by controls: 0 for no effect and ±100 for the full control effect
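Read-out is FRET at 665 nm (cryptate excitation 337 nm) from a cryptate-tagged anti-cAMP antibody, competed by cell cAMP against cAMP-d2. Compounds are tested on freshly harvested TSHR cells challenged with 4nM TSH (EC80) for 2 hours at 37 deg C.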
TCR activator – activators of T cell receptors; primary human leukocytes, anti-CD3, IL-2 HTRF, 48 h; Potency, µM (series often up to 9.22 µM), inactives show at the highest dose activation of IL-2 secretion, actives largely listed as activators; 330,000 tested, under 10 active; AID 504894; note: % of control where 0% means no effect
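IL-2 release read by HTRF sandwich (Eu cryptate donor, d2 acceptor, 665 nm emission) after 48 hr exposure of primary human leukocytes to compound together with anti-CD3 beads in the absence of co-stimulatory signals.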
* marks the source's active call; other numbers are inactive results; ? = inconclusive; · = not tested or not shown; [ ] = dose if it differs, or a comment. Unless noted, calls come from the whole dose curve; as a rule, active = well fitted curve in the direction sought with a large enough effect; inconclusive = small, poorly fitted or top-dose-only effect, or another doubt; inactive = no such curve, though single readings can be large; an effect the other way counts as inactive or inconclusive.

The opening two records, ahead of the listing:
Values run as follows: S-ASM inh	ELG1 repair inh	Eya2 inh	Mito fusion act	PTAP TSG101 blk	Tb PFK inh	Integrin act MD	BCR signal inh	AT treatment	TSHR antagonist	TCR activator
- O=C(Oc1ccc(C(=S)N2CCOCC2)cc1)c1cc([N+](=O)[O-])cc([N+](=O)[O-])c1
 : -2%	9%	-7%	1%	0%	2%	?	0%	4%	-4	-4%
- C=CCN=c1scc(-c2ccc3c(c2)NC(=O)CO3)n1/N=C(\C)c1ccccn1
 : 19%	?	-9%	4%	1%	-4%	-67%[inhibitor]	-1%	0%	-22	0%

Results, repeating the preview:
Values run as follows: S-ASM inh	ELG1 repair inh	Eya2 inh	Mito fusion act	PTAP TSG101 blk	Tb PFK inh	Integrin act MD	BCR signal inh	AT treatment	TSHR antagonist	TCR activator
- O=C(Oc1ccc(C(=S)N2CCOCC2)cc1)c1cc([N+](=O)[O-])cc([N+](=O)[O-])c1
 : -2%	9%	-7%	1%	0%	2%	?	0%	4%	-4	-4%
- C=CCN=c1scc(-c2ccc3c(c2)NC(=O)CO3)n1/N=C(\C)c1ccccn1
 : 19%	?	-9%	4%	1%	-4%	-67%[inhibitor]	-1%	0%	-22	0%
- O=C(CN1C(=O)C2C3CC(C(Br)C3Br)C2C1=O)N1CCOCC1 (stereo not given)
 : 1%	-2%	-17%	-3%	9%	0%	-2%	2%	1%	14	-3%[46.1 µM]
- CN(Cc1ccccc1)C(=O)COC(=O)CCC(=O)c1ccc(F)cc1
 : 0%	25%	2%	·	1%	-17%	-2%	-3%	-1%	46	1%
- CCOC(=O)c1c(-c2ncc(C(F)(F)F)cc2Cl)noc1C
 : -1%	-8%	-7%	-4%	-9%	3%	-5%	4%	3%	-3	2%
- Cc1ccsc1/C=C(\C#N)C(=O)NCc1cccnc1
 : 1%	16%	-9%	0%	-6%	3%	14%	-1%	-2%	-6	-6%[46.1 µM]
- CC(C(=O)Nc1ccc(S(N)(=O)=O)cc1)N1CCc2ccccc21 (stereo not given)
 : -1%	4%	-6%	8%	-9%	-4%	-10%	-3%	1%	-11	0%
- O=C(Nc1ccccc1)c1ccc(Br)o1
 : -1%	?	-13%	-6%	-4%	-5%	11%	13%	-11%	5	1%
- COC(=O)c1ccc(NC(=O)CSc2n[nH]c(-c3ccncc3)n2)cc1
 : -1%	11%	14%	-9%	0%	1%	-9%	-7%	-8%	-5	-2%
- CC(C)c1cc(=O)n2[nH]c(N)nc2n1
 : -3%	-2%	7%	-1%	-11%	0%	0%	3%	0%	-4	1%
- O=C(NCC(c1ccco1)N1CCCC1)c1cc(S(=O)(=O)N2CCOCC2)ccc1Cl (stereo not given)
 : 6%	19%	6%	2%	0%	-2%	14%	0%	3%	0	·
- COc1ccc(NC(=O)N2CCCc3ccccc32)cc1
 : 0%	?	-1%	-1%	-4%	-4%	11%	0%	3%	-3	3%
- Cc1cc2c(c(=O)n1Cc1cccnc1)C(c1cccs1)C(C#N)=C(N)O2 (stereo not given)
 : -2%	?	-15%	1%	-3%	-9%	-44%	6%	·	-23	6%
- Cc1ccsc1C(=O)NNC(=O)c1ccccc1F
 : 6%	?	2%	·	-3%	-1%	27%	?	1%	7	0%[46.1 µM]
- COc1ccc2c(c1)C(=O)CC(O)(C(F)F)O2 (stereo not given)
 : 8%	?	4%	-2%	0%	1%	-2%	-9%	12%	2	2%
- O=C(CCCNC(=O)c1ccc(Cl)cc1)Nc1ccccc1F
 : 0%	11%	-2%	-2%	-6%	0%	6%	0%	-4%	1	-5%
- O=C(CCCn1c(=S)[nH]c2ccccc2c1=O)NC1CCCC1
 : 9%	-12%	4%	-2%	1%	6%	2%	-11%	-1%	-4	1%
- COc1cccc(-n2nnnc2SCC(=O)NCCc2ccc(OC)c(OC)c2)c1
 : -6%	-23%	5%	8%	-1%	3%	-13%	-7%	2%	-5	12%
- COc1cc(-n2c(-c3ccccc3)n[nH]c2=S)c(OC)cc1Cl
 : -2%	-21%	-2%	5%	-4%	-2%	-20%	-3%	-4%	-2	-7%
- S=C(Nc1ccccc1)N1CCn2c(nc3ccccc32)C1
 : 1%	?	8%	-9%	1%	-8%	-5%	12%	0%	0	9%

Additional entries.
Values run as follows: S-ASM inh	ELG1 repair inh	Eya2 inh	Mito fusion act	PTAP TSG101 blk	Tb PFK inh	Integrin act MD	BCR signal inh	AT treatment	TSHR antagonist	TCR activator
- COc1ccc(C2=CC(=O)CC(C)(C)C2)cc1
 : 1%	?	-14%	-4%	0%	2%	0%	-6%	-2%	-17	0%
- NC(=O)c1nc(C2CCCCC2)nc2c1[nH]c(=O)n2-c1ccc(F)cc1
 : 40%[activator]	11%	4%	2%	-4%	-11%	2%	?	-20%	-11	-2%
- Cc1ccc(S(=O)(=O)Nc2ccc(S(=O)(=O)Nc3nccs3)cc2)cc1C
 : 1%	7%	15%	·	-2%	-17%	0%	10%	-2%	-16	-4%[46.1 µM]
- CCN(C(=O)CSc1ncccc1C(=O)Oc1cccc([N+](=O)[O-])c1)c1cccc(C)c1
 : -2%	10%	-3%	1%	3%	-5%	22%	-6%	-3%	-5	5%[46.1 µM]
- C/C(=N\NC(=O)C1CCCC1)c1ccc(Cl)cc1Cl
 : -3%	?	4%	3%	4%	0%	13%	4%	-5%	-1	-1%
- COCC1CCCN(Cc2cn[nH]c2-c2cc3ccccc3o2)C1 (stereo not given)
 : 8%	2%	2%	-7%	-1%	-8%	6%	-2%	4%	-4	1%
- CC(C)(C)NC(=O)CSc1nnc(C2CC2)n1Cc1ccccc1
 : 8%	14%	11%	-3%	-2%	-2%	27%	3%	?	4	1%
- Cc1ccccc1N(CC(=O)NCC1CCCO1)C(=O)CNS(=O)(=O)c1ccc(F)cc1 (stereo not given)
 : 2%	5%	-3%	4%	-4%	-8%	-3%	1%	-3%	-3	2%
- O=C(CN1CCSC1=O)N1CCN(S(=O)(=O)c2ccccc2)CC1
 : -3%	5%	-2%	1%	-3%	1%	-13%	-5%	-5%	6	-6%
- Cc1ccc(C(=O)Nc2cc(C(F)(F)F)ccc2N2CCCCC2)cc1[N+](=O)[O-]
 : -2%	-8%	5%	-5%	-1%	1%	-2%	-4%	2%	-6	-2%
- OCc1nnc2c3ccccc3c(-c3ccccc3)nn12
 : 2%	4%	-15%	0%	-2%	0%	-18%	-1%	0%	-5	4%
- COc1cc([N+](=O)[O-])ccc1NC(=O)C[n+]1ccccc1
 : -1%	18%	3%	-3%	1%	-2%	12%	0%	-7%	3	6%[46.1 µM]
- Cc1cc(C(=O)NC(CC(C)C)C(=O)O)cc(C)c1[N+](=O)[O-] (stereo not given)
 : -1%	-4%	2%	-7%	1%	-4%	?	4%	7%	-26	2%[46.1 µM]
- O=C(NN1C(=O)C2C(c3ccccc3)C=CC(c3ccccc3)C2C1=O)c1cccc(Br)c1 (stereo not given)
 : -8%	-21%	-7%	25%	1%	-1%	16%	?	-3%	-3	3%[46.1 µM]

Four entries already listed, arranged by the value under Integrin act MD, falling.
molecule | S-ASM inh | Eya2 inh | PTAP TSG101 blk | Tb PFK inh | Integrin act MD | TSHR antagonist | TCR activator
O=C(NN1C(=O)C2C(c3ccccc3)C=CC(c3ccccc3)C2C1=O)c1cccc(Br)c1 (stereo not given) | -8% | -7% | 1% | -1% | 16% | -3 | 3%[46.1 µM]
C/C(=N\NC(=O)C1CCCC1)c1ccc(Cl)cc1Cl | -3% | 4% | 4% | 0% | 13% | -1 | -1%
Cc1ccc(S(=O)(=O)Nc2ccc(S(=O)(=O)Nc3nccs3)cc2)cc1C | 1% | 15% | -2% | -17% | 0% | -16 | -4%[46.1 µM]
O=C(CN1CCSC1=O)N1CCN(S(=O)(=O)c2ccccc2)CC1 | -3% | -2% | -3% | 1% | -13% | 6 | -6%

Source: PubChem (National Center for Advancing Translational Sciences (NCATS))
